Screening results: PubChem BioAssay, National Center for Advancing Translational Sciences (NCATS)
LDHA inh: LDHA (human) enzyme inhibition; 480,000 compounds, 0.15% hits; activity change, % (values are at about 110 or 230 µM); P00338; AID 1347041; purified LDHA, NADH/diaphorase-resazurin fluorescence; active compounds read low; in the data active = activity change below about -30%; inconclusive = mostly about -25% to -30%;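 also: plate controls were DMSO wells for no effect and wells without enzyme for full effect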
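Human LDH5 (2 nM) was incubated with 0.06 mM NADH and 0.2 mM pyruvate for 5 min at room temperature in Tris pH 7.4. Remaining NADH was coupled through diaphorase/resazurin, and resorufin fluorescence was read at 0 and 20 min.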
Active calls of the source: *; ? = inconclusive. A portion of the library; rates above refer to the full screens.

O=C1CC(N2CCC(c3nc4ccccc4o3)CC2)C(=O)N1c1cccc(Cl)c1 (centres undefined)
  LDHA inh = 2.1
O=S(=O)(c1ccc(F)cc1)N1CCN(Cc2coc(-c3cccs3)n2)CC1
  LDHA inh = -0.6
O=C(NCc1ccccc1S(=O)(=O)N1CCOCC1)c1ccc(OC(F)F)cc1
  LDHA inh = -6.6
COCCCNC(=O)CN(C)C(=O)c1ccc(C(=O)OC)cc1
  LDHA inh = -0.8
CCOC(=O)C(CC(C)C)NC(C)=O (centres undefined)
  LDHA inh = -1.4
COc1cc(OC)cc(C(=O)Nc2ncc3c(n2)CC(c2ccco2)CC3=O)c1 (centres undefined)
  LDHA inh = 1.6
O=S(=O)(c1ccc(SCc2cc(Cl)c3c(c2)OCCCO3)nc1)N1CCOCC1
  LDHA inh = 0.3
Cc1oc(-c2cccs2)nc1CC(=O)N(Cc1ccc(C(=O)NC2CC2)cc1)C1CC1
  LDHA inh = 0.6
Cc1ccccc1CN1C(=O)CN(S(C)(=O)=O)CC1(C)C(=O)Nc1c(C)cccc1C (centres undefined)
  LDHA inh = -7.5
COc1ccc(-c2noc(CN(C(=O)c3cccs3)C3CCCCC3)n2)cc1
  LDHA inh = 2.1
COc1cc(C(=O)OCC(=O)NC(=O)NCc2ccco2)cc(OC)c1C
  LDHA inh = 8.1
CCOc1ccccc1C(C)N (centres undefined)
  LDHA inh = 0.4
CC(Cn1cccn1)NC(=O)c1cc(Cl)c2c(c1)OCCO2 (centres undefined)
  LDHA inh = -4.5
O=[N+]([O-])c1ccccc1/C=C/C=N/Nc1ccc(Cl)nn1
  LDHA inh = 6.1
CCc1ccc(S(=O)(=O)Nc2ccc(N3CCCS3(=O)=O)cc2)s1
  LDHA inh = 0.3

CC1CCCN(C(=O)CCc2c[nH]c3ccccc23)C1 (centres undefined)
  LDHA inh = 6.5
Cc1ccc(-c2cnc(CCC(=O)Nc3ccccc3O)o2)cc1C
  LDHA inh = 16.3
O=C(COc1ncnc2ccc(Br)cc12)Nc1cccc(Br)c1
  LDHA inh = 7.3
CCCCn1c(=O)[nH]c(=O)c2c1nc(CCC(=O)NCCCO)n2CC(C)C
  LDHA inh = 4.2
CC(=O)Nc1ccc(NC(=O)C2CCN(c3nc4ccccc4nc3OC(C)C)CC2)cc1
  LDHA inh = 3.7
CCc1cc(C(=O)NC(CC(=O)OC)c2ccc(OC)c(OC)c2)sc1C (centres undefined)
  LDHA inh = -0.4
COc1ccc(NC(C)=O)cc1NC(=O)CCc1ncc(-c2ccccc2F)o1
  LDHA inh = 12.5
CCOC(=O)CCc1c(C)[nH]n(-c2nc3ccccc3[nH]2)c1=O
  LDHA inh = 8.2
CCn1cc(C#N)c(=O)n(Cc2nnc(-c3ccccc3)o2)c1=O
  LDHA inh = -3.6
Cc1ccc(S(=O)(=O)NC2CCN(C(=O)Cc3cccc(F)c3)CC2)cc1
  LDHA inh = -1.3
CCOC(=O)[C@]12CCC=C1N(CCC1=CCCCC1)C(=O)[C@H](CC(=O)NCCc1ccccc1OC)C2
  LDHA inh = 2.0
Cc1ccc(C2=NN(C(=O)CNc3ccc(C(=O)N(C)C)cc3)C(c3ccco3)C2)o1 (centres undefined)
  LDHA inh = 10.8
O=C(OCC(=O)N1CCCC1=O)c1cc(=O)c2cc(Cl)ccc2o1
  LDHA inh = -5.1
O=C(CCn1nc(-c2ccccc2)c2ccccc2c1=O)NC1CCCCC1
  LDHA inh = 0.1
CC(=O)c1cccc(NC(=O)Cn2cnnc2C#N)c1
  LDHA inh = -21.2

Cc1cc(N2CCCC2)n2nc(-c3ccccc3C)nc2n1
  LDHA inh = 12.4
N#CC(C(=O)CCc1ccccc1)C(=O)Nc1ccccc1Cl (centres undefined)
  LDHA inh = ?
Cc1cccc(NC(=O)CSc2nnc(Cc3ccccc3)n2-n2cccc2)c1C
  LDHA inh = 8.4
Cc1cc(C)c(S(=O)(=O)NN=C2c3ccccc3[C@H]3Cc4csc[n+]4[C@@H]23)c(C)c1
  LDHA inh = 11.7
Cc1ccc(C2C(C#N)=C(N)Oc3cc(C)n(C)c(=O)c32)s1 (centres undefined)
  LDHA inh = 6.1
CCCCc1nc2sc3c(NCCN(C)C)ncnc3c2c2c1COC(C)(C)C2
  LDHA inh = 1.2
O=C(NCc1ccc(NC(=O)C2CC2)cc1)c1ccccc1CCc1ccccc1
  LDHA inh = -1.6
c1ccc2c(-n3nnnc3SCc3nc4ccccc4[nH]3)cccc2c1
  LDHA inh = 10.4
CCCCCCCCS(=O)(=O)CCCCCCC(=O)O
  LDHA inh = 5.9
O=C(O)CC(Cc1ccccc1)C(=O)O (centres undefined)
  LDHA inh = 0.1
Cc1ccc(CNC(=O)c2ccc(CS(=O)Cc3ccc(C)cc3)o2)cc1 (centres undefined)
  LDHA inh = -4.6
O=[N+]([O-])c1ccccc1S(=O)(=O)NCc1cccs1
  LDHA inh = -16.6
COCCN1CN=C(Nc2nc(C)c3cccc(OC)c3n2)NC1
  LDHA inh = 14.7
COc1ccc(C(=O)OCc2ccc(C#N)cc2)c(O)c1
  LDHA inh = -3.3
COc1cccc2cc(C(=O)NCc3ccc(C(=O)N4CCCCC4)cc3)c(=O)oc12
  LDHA inh = 2.2

COc1ccc(Nc2nc(CSc3nnc(-c4ccccc4OC)o3)cs2)cc1
  LDHA inh = -0.2
COc1ccc(C(C(=O)Nc2c(C)cccc2C)N2CCN(C)CC2)cc1 (centres undefined)
  LDHA inh = -5.7
O=Cc1ccc(-c2ccc(I)cc2C(F)(F)F)o1
  LDHA inh = 2.6
Cc1ccc(NC(=O)CN(C)Cc2cc(=O)oc3c(C)c(O)ccc23)cc1
  LDHA inh = 10.7
O=S(=O)(c1ccc(Oc2ccc(Br)cc2F)nc1)N1CCCC1
  LDHA inh = 10.0
O=S(=O)(Cc1cccc(F)c1)c1ccc2ccccc2c1
  LDHA inh = ?
Brc1ccc(-c2noc(-c3ccco3)n2)o1
  LDHA inh = 4.7
COC(=O)CN1CCN(c2nc3c(c(=O)[nH]c(=O)n3C)n2Cc2cccc3ccccc23)CC1
  LDHA inh = 0.1
CC(C)(C)CC(=O)NCCC1=CCCCC1
  LDHA inh = -1.2
Cn1c(=O)c2[nH]c(-c3ccc(Cl)cc3Cl)nc2n(C)c1=O
  LDHA inh = 4.4
CCN(CC)S(=O)(=O)c1ccc(NC(=O)CN(c2ccccc2)S(C)(=O)=O)cc1
  LDHA inh = 0.4
CCNC(=O)NC(=O)C(C)Sc1cc(C)c2ccccc2n1 (centres undefined)
  LDHA inh = -6.4
O=C(O)CC(NC(=O)c1ccco1)c1ccccc1 (centres undefined)
  LDHA inh = 12.4
NS(=O)(=O)c1ccc(N/N=C/c2ccc(Br)cc2)c([N+](=O)[O-])c1
  LDHA inh = 1.4
CC(NC(=O)COc1ccccc1C#N)C12CC3CC(CC(C3)C1)C2 (centres undefined)
  LDHA inh = 4.7

Cc1ccccc1OCCOC(=O)CCC(=O)c1ccc(F)cc1
  LDHA inh = 9.3
Cc1cc(C)cc(Cn2cc(CN3CC(N(C)C)CS3(=O)=O)nn2)c1 (centres undefined)
  LDHA inh = -9.7
C#CC(C)(CC)NC(=O)c1ccc(OC)c(OC)c1 (centres undefined)
  LDHA inh = 0.6
Cc1nc(SC(C)C(=O)Nc2cccc(C#N)c2)n(CC(C)C)c1C (centres undefined)
  LDHA inh = 1.1
COC(=O)c1ccc(COC(=O)COc2ccc(Cl)cc2C)cc1
  LDHA inh = 6.5
O=C(NC1CCCCC1)c1cccc(Oc2ccccc2)c1
  LDHA inh = 9.9
Cc1ccc(CC(=O)c2ccccc2)cc1C
  LDHA inh = -0.3
C[N+](C)(CC(=O)O)C[Si](C)(C)C
  LDHA inh = -1.7
COc1cc(OC)cc(C(=O)Nc2ccc(Sc3c(C)c(C)nc4ncnn34)cc2)c1
  LDHA inh = -5.9
CCc1ccccc1NC(=O)c1nn(-c2ccccc2)c(=O)c2ccccc12
  LDHA inh = 3.7
Nc1ccccc1-n1ccnc1
  LDHA inh = -22.3
O=C(Nc1ccccc1C1CC1)C1CC1
  LDHA inh = 2.6
CC(C)(C)C(=O)Nc1nnc(Cc2ccc(Cl)cc2)s1
  LDHA inh = 5.5
CCN(Cc1ccc2c(c1)OCO2)C(=O)c1cc(=O)c2cc(C)ccc2o1
  LDHA inh = 1.9
COc1ccccc1-c1coc2cc(OC(=O)c3ccc(C)cc3)ccc2c1=O
  LDHA inh = -0.9

Brought forward from above: 7 compounds, followed by the next part.
COc1cc(OC)cc(C(=O)Nc2ccc(Sc3c(C)c(C)nc4ncnn34)cc2)c1
  LDHA inh = -5.9
CCc1ccccc1NC(=O)c1nn(-c2ccccc2)c(=O)c2ccccc12
  LDHA inh = 3.7
Nc1ccccc1-n1ccnc1
  LDHA inh = -22.3
O=C(Nc1ccccc1C1CC1)C1CC1
  LDHA inh = 2.6
CC(C)(C)C(=O)Nc1nnc(Cc2ccc(Cl)cc2)s1
  LDHA inh = 5.5
CCN(Cc1ccc2c(c1)OCO2)C(=O)c1cc(=O)c2cc(C)ccc2o1
  LDHA inh = 1.9
COc1ccccc1-c1coc2cc(OC(=O)c3ccc(C)cc3)ccc2c1=O
  LDHA inh = -0.9
Cc1cc(=O)oc2c1ccc1oc(/C(=N/O)c3ccccc3)c(-c3ccccc3)c12
  LDHA inh = 13.0
COC(=O)c1ccc(/C=N/OCc2ccc(C(=O)OC)cc2)cc1
  LDHA inh = 8.0
CN(Cc1ccccc1)C(=O)COc1ccc2c(C(F)(F)F)cc(=O)oc2c1
  LDHA inh = 3.9
CCOC(=O)/C(C#N)=C\c1cc(Cl)c(OC)c(OCC)c1
  LDHA inh = 6.3
CCc1ccc(-c2noc(CSc3nnc(-c4ccccc4OC)n3CC)n2)cc1
  LDHA inh = -2.4
O=C(Nc1ccccc1C(=O)NCc1cccnc1)c1cccnc1
  LDHA inh = -22.8
N#Cc1nc(-c2ccc(S(=O)(=O)N3CCOCC3)cc2)oc1NCCCN1CCOCC1
  LDHA inh = 2.1
O=C(c1cc(C2=NNC(=Nc3ccc(Cl)cc3)SC2)c[nH]1)N1CCCC1
  LDHA inh = -5.6
CC(C)CC(NC(=O)c1ccc(C(C)C)cc1)C(=O)O (centres undefined)
  LDHA inh = 4.9
O=C1C(=O)N(CCN2CCOCC2)C(c2ccccc2Cl)/C1=C(\O)c1ccc(Cl)cc1 (centres undefined)
  LDHA inh = -11.7
Cc1ccc(NC(=O)CCc2ncc(-c3ccccc3F)o2)c(C)c1
  LDHA inh = -1.9
Cc1ccc2nc(C)cc(C(=O)OC(C)C(=O)Nc3cc(C)on3)c2c1 (centres undefined)
  LDHA inh = 8.9
COc1ccc2[nH]c(C(=O)NCc3ccc(C)o3)cc2c1
  LDHA inh = 11.5
CC(C)(C)c1ccc(C2CC(=O)c3cnc(NCc4ccccc4)nc3C2)cc1 (centres undefined)
  LDHA inh = 0.8
Cc1ccc(S(=O)(=O)N2CCC(=O)N([C@H](COCc3cccc(C(F)(F)F)c3)C(C)C)CC2)cc1
  LDHA inh = 6.4

5 entries from above, with values ahead of the structure:
| LDHA inh | mol |
| --- | --- |
| 4.9 | CC(C)CC(NC(=O)c1ccc(C(C)C)cc1)C(=O)O (centres undefined) |
| 12.4 | Cc1cc(N2CCCC2)n2nc(-c3ccccc3C)nc2n1 |
| 2.1 | O=C1CC(N2CCC(c3nc4ccccc4o3)CC2)C(=O)N1c1cccc(Cl)c1 (centres undefined) |
| 0.8 | CC(C)(C)c1ccc(C2CC(=O)c3cnc(NCc4ccccc4)nc3C2)cc1 (centres undefined) |
| -1.6 | O=C(NCc1ccc(NC(=O)C2CC2)cc1)c1ccccc1CCc1ccccc1 |

The list continues.
COc1cc(C(C)=O)ccc1OCCOc1ccc(F)cc1
  LDHA inh = -0.4
O=C(NCc1ccc(CN2CCCC2)cc1)c1cc(C2CC2)nc2ccccc12
  LDHA inh = -15.6
CCOc1cccc(CNCc2ccco2)c1OCc1ccccc1
  LDHA inh = 4.6
CCCCNC(=O)c1ccc(Cl)cc1
  LDHA inh = -6.0
Cn1c(=O)c2c(nc(N3CCN(c4ccccn4)CC3)n2Cc2cccc(Cl)c2)n(C)c1=O
  LDHA inh = 15.8
Cc1ccc(-c2cnc(CCC(=O)Nc3ccc(F)cc3)o2)cc1C
  LDHA inh = -10.4
Cc1cc(Cl)ccc1OCC(=O)Nc1ccc(N2CCN(C(=O)c3cccs3)CC2)cc1
  LDHA inh = 6.1
O=C(CN1C(=O)NC2(CCOc3ccccc32)C1=O)NCCc1c[nH]c2ccccc12 (centres undefined)
  LDHA inh = -0.2
Oc1ccc(CNc2ccccc2Br)c2cccnc12
  LDHA inh = 23.2
Cc1cccc(C)c1NC(=O)CN1CCN(C(=O)CCc2ncc(-c3ccc(F)cc3)o2)CC1
  LDHA inh = -0.6
CCc1ccc(NC(=O)C(C#N)=C2CCCCC2)cc1
  LDHA inh = 4.4
CC1=C(C(=O)Nc2ccccc2)C(c2cccc(Br)c2)NC(=S)N1 (centres undefined)
  LDHA inh = -2.4
O=S(=O)(c1cccs1)N1CCn2cccc2C1c1ccccc1F (centres undefined)
  LDHA inh = 2.9
CCOc1ccc(-n2ccn3c(SC(CC)C(=O)Nc4cc(C)ccc4C)nnc3c2=O)cc1 (centres undefined)
  LDHA inh = -17.5
